ADAM10 inh = human ADAM10 inhibitors, primary screen, biochemical, QFRET, HTS; Disintegrin and metalloproteinase domain-containing protein 10 (Homo sapiens), O14672; recombinant ADAM10, EDANS/DABCYL FRET peptide cleavage, 3 h; inhibition, % at 7 µM; hit rate 0.62% among 370,000;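 active = inhibition above a per-campaign cutoff equal to the mean of compounds falling between control-based bounds plus 3 SD, cut at about 20% in these data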;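 note: 0% = DMSO wells while the 100% control is not disclosed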
PLC-gamma1 inh = PLC-gamma1 enzyme inhibitors, primary screen, biochemical, fluorescence, purified enzyme; 1-phosphatidylinositol 4,5-bisphosphate phosphodiesterase gamma-1 (Homo sapiens), P19174; fluorogenic substrate; inhibition, % at 12.2 µM; hit rate 0.84% among 370,000; AID 720700, 2013; in the data active = inhibition above about 9.5%
Tn7 DDE FP = inhibitors of Tn7 peptide binding to fibrin DD(E), primary screen, biochemical, fluorescence polarization, human fibrin, Tn7 probe. inhibition, % at 8.3 µM. FP displacement of FITC-Tn7 peptide from fibrin DD(E); 0% = median of compound wells per plate. AID 720508, 2013. Fibrinogen beta chain (Homo sapiens), P02675. hit rate 0.13% among 370,000;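 active = inhibition above the mean of compounds falling within the control limits plus 3 SD of them, cut at about 14% in these data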;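 note: 0% = plate median of compound wells and 100% = 10 µM Aha-Tn7 peptide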
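Assay system: human fibrin DD(E). Input: DD(E) 2 µM final. Medium: Tris buffer with calcium and detergent, pH 7.8. Compound dosing: single point at 8.3 µM. Timing: 10 min plus 3 h, room temperature. Technique: fluorescence polarization of the labelled Tn7 tracer. Read-out: percent inhibition. Replicates: singlicate testing.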
TDP2 absorb = human TDP2 enzyme inhibitors, primary screen, biochemical, epi absorbance, recombinant enzyme | T5PNP hydrolysis, p-nitrophenol absorbance 415 nm | inhibition, % at 12.8 µM | hit rate 0.34% among 370,000 | AID 720702, 2013;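 active = inhibition above the mean of all tested compounds plus 3 SD, set per campaign, cut at about 25% in these data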;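 note: 0% = DMSO with enzyme and 100% = buffer with substrate but no TDP2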
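Test system: Human TDP2 enzyme | Reagent: 5 mM T5PNP | Compound dosing: 12.8 µM single point, 1% DMSO | Incubation: Enzyme reaction with compound for 2 h at 37 °C | Technique: p-Nitrophenol epi absorbance | Read-out: % inhibition relative to enzyme-containing and enzyme-free wells | Benchmarks: High control without enzyme, low control DMSO plus TDP2 | Replicates: Singlicate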
ARFGAP1 inhibitor = inhibitors of rat ARFGAP1 GAP activity, primary screen, biochemical, fluorescence polarization, GDP tracer; Arfgap1-stimulated ARF1 GTP hydrolysis, GDP FP detection; inhibition, % at 16.5 µM; hit rate 0.26% among 360,000;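 active = inhibition above a per-plate limit, mean inhibition of low control wells plus 3 SD, cut at about 25% in these data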;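 note: 0% = DMSO wells with enzyme and 100% = wells lacking Arfgap1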
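system = rat Arfgap1 catalytic domain, aa 1-136 | technique = FP, GDP Alexa 633 tracer displaced from anti-GDP antibody, 620/688 nm | compound = one concentration, 16.5 µM, DMSO 1.26% | medium = HEPES-based buffer, pH 7.5 | timing = compound-enzyme preincubation 20 min, reaction 120 min, detection 60 min, 25 °C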
DDE Tn6 FP inh = inhibitors of Tn6 peptide binding to fibrin DD(E), primary screen, biochemical, fluorescence polarization, human fibrin, Tn6 probe; hit rate 0.21% among 370,000; AID 720509, 2013; inhibition, % at 8.3 µM; Fibrin DD(E) TRITC-Tn6 fluorescence polarization displacement;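 active = inhibition above a per-campaign cutoff: mean of compounds within control limits plus 3 SD, cut at about 15% in these data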;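 note: 0% = median of all compound wells on the plate and 100% = blocking peptide control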
ASAP1 inh = inhibitors of human ASAP1 ArfGAP activity, primary screen, biochemical, fluorescence polarization. hit rate 0.19% among 360,000. inhibition, % at 16.5 µM. AID 624377, 2012. Arf-GAP with SH3 domain, ANK repeat and PH domain-containing protein 1 (Homo sapiens), …. ASAP1-stimulated ARF1 GTP hydrolysis, GDP FP detection; in the data active = inhibition above about 25%;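 note: 0% = vehicle with enzyme and substrate and 100% = no enzyme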
Target sequence (Q9ULH1 325-724 limits assumed): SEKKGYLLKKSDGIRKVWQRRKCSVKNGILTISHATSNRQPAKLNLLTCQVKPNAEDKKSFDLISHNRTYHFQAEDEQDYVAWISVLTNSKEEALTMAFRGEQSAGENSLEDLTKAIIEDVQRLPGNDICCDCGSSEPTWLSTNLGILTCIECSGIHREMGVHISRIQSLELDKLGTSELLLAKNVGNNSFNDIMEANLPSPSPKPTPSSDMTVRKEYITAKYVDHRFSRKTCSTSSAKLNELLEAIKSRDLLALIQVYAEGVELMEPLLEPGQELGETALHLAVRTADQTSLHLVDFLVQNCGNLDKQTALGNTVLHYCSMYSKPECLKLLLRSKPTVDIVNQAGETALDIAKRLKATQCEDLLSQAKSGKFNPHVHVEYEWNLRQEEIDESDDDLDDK
ADAM17 inh = ADAM17 inhibitors, primary screen, biochemical, QFRET; Disintegrin and metalloproteinase domain-containing protein 17 (Homo sapiens), P78536; recombinant ADAM17, EDANS/DABCYL FRET peptide cleavage; inhibition, % at 6.95 µM; hit rate 0.83% among 370,000; AID 720648, 2013;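 active = inhibition above the mean of compounds lying between control limits plus 3 SD, set per campaign, cut at about 8.5% in these data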;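 note: 0% = DMSO-only wells as the low control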
Target sequence (P78536 215-824 limits assumed): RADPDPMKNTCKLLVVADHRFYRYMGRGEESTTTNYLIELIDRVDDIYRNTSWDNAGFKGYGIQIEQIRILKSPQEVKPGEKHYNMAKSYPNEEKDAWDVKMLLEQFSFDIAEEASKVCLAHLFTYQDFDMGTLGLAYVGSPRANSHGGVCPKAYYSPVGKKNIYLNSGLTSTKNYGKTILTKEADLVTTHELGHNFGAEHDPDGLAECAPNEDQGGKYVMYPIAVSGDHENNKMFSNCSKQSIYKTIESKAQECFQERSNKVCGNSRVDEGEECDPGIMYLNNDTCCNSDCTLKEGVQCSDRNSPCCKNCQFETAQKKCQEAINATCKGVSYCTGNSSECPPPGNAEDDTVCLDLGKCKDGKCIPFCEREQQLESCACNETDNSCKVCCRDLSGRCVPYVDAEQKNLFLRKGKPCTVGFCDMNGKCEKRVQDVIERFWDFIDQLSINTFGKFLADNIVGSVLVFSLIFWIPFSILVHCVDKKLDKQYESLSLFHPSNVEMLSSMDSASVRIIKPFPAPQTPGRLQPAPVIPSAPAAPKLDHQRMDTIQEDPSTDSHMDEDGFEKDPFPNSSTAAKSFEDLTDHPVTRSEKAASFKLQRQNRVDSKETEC
PLC-beta3 inh = human PLC-beta3 inhibitors, primary screen, biochemical, fluorescence; 1-phosphatidylinositol 4,5-bisphosphate phosphodiesterase beta-3 (Homo sapiens), Q01970; Purified PLC-beta3, fluorogenic substrate; inhibition, % at 12.2 µM; hit rate 0.18% among 370,000; in the data active = inhibition above about 11%;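 note: 0% = median of compound wells on plate and 100% = full blocker control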
SIAE inh = human SIAE inhibitors, primary screen, biochemical, fluorescence polarization, FP-Rh probe, 1536-well HTS; SIAE FP-Rh probe binding; AID 1053197, 2014; Sialate O-acetylesterase (Homo sapiens), Q9HAT2; hit rate 0.69% among 370,000; inhibition, % at 9.66 µM;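 active = inhibition above a cutoff: mean of compounds within the control limits plus 3 SD of those, cut at about 17% in these data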;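 note: 0% = plate median of compound wells and 100% = probe without SIAE protein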
The depositor's hits bear a star; . = no result given.

Preview (two entries):
TDP2 absorb,ARFGAP1 inhibitor,DDE Tn6 FP inh,Tn7 DDE FP,PLC-gamma1 inh,SIAE inh,PLC-beta3 inh,ADAM10 inh,ADAM17 inh,ASAP1 inh,SMILES
5,4,1,5,-2,1,-3,2,-3,1,Cc1cccc(NC(=O)c2cnc3n(c2=O)CCS3)c1
-7,-3,-1,2,-1,2,-2,7,-2,12,CC(=O)n1cc([C@@H]2C=C(C(=O)N3CCN(Cc4ccc5c(c4)OCO5)CC3)O[C@H](OCCCCO)C2)c2ccccc21

The listing, repeating the preview:
TDP2 absorb,ARFGAP1 inhibitor,DDE Tn6 FP inh,Tn7 DDE FP,PLC-gamma1 inh,SIAE inh,PLC-beta3 inh,ADAM10 inh,ADAM17 inh,ASAP1 inh,SMILES
5,4,1,5,-2,1,-3,2,-3,1,Cc1cccc(NC(=O)c2cnc3n(c2=O)CCS3)c1
-7,-3,-1,2,-1,2,-2,7,-2,12,CC(=O)n1cc([C@@H]2C=C(C(=O)N3CCN(Cc4ccc5c(c4)OCO5)CC3)O[C@H](OCCCCO)C2)c2ccccc21
2,-14,9,2,-2,-2,-3,-7,-1,10,COc1ccc(C(=O)O/N=C(\N)Cc2ccc(Cl)cc2Cl)cc1OC
21,-18,-1,1,29*,10,-17,-4,-2,2,O=C(CCN1C(=O)/C(=C/c2ccco2)SC1=S)Nc1ccc(C(=O)O)c(O)c1
-5,-13,-5,0,-1,0,-2,-2,1,12,CN(C(=O)CN1C(=O)/C(=C/c2ccccc2Cl)SC1=S)C1CCS(=O)(=O)C1 (stereo not drawn)
-18,5,4,-9,5,1,1,5,4,0,CCCNC(=O)Cn1c(=O)oc2cc(S(=O)(=O)N3CC(C)CC(C)C3)ccc21 (stereo not drawn)
-12,8,-10,5,0,-1,-14,-3,3,-6,COc1ccc(S(=O)(=O)N2CCOCC2)cc1NC(=O)c1ccc(S(=O)(=O)N2CCCCC2)cc1
-9,-1,-4,-2,-3,-4,-4,-3,-5,5,Cc1cccc(C)c1NC(=S)N(Cc1cccnc1)Cc1ccccc1Cl
5,2,-4,-2,-1,4,-1,1,0,16,O=S1(=O)N=C(Nc2nncs2)c2ccccc21
5,-5,2,3,2,-6,0,-7,-5,6,Cc1ccc(NS(=O)(=O)c2ccc3[nH]c(=O)c(=O)[nH]c3c2)cc1Cl
2,-11,-10,0,-1,5,-7,-9,-3,10,COc1ccc(OC)c(CNS(=O)(=O)c2cc(CN3C(=O)c4cccnc4C3=O)ccc2OC)c1
-5,-2,5,-1,-28,2,-39,-6,-3,-12,Cc1ccsc1/C=N/Nc1ccc(C(=O)O)cc1
2,-4,-1,0,-2,-1,0,-2,0,-5,CCC(=O)Nc1cc(C(=O)O)ccc1Sc1ccc(Cl)cc1
1,1,1,1,1,12,-6,-2,-4,-6,O=C(Nc1ccc2c(c1)OCO2)C1CCN(S(=O)(=O)c2cccs2)CC1
0,.,-2,1,4,-3,3,4,2,.,Cc1c(NC(=O)C2CCCN(S(=O)(=O)c3ccccc3[N+](=O)[O-])C2)c(=O)n(-c2ccccc2)n1C (stereo not drawn)
-3,2,2,-3,-12,-6,-13,-4,-1,7,CCCCNC(=O)/C(=C\c1ccc([N+](=O)[O-])o1)NC(=O)c1ccccc1
-3,14,-4,1,-3,-1,-10,-6,0,5,Cc1c(NS(=O)(=O)c2cccc(C(=O)O)c2)c(=O)n(-c2ccccc2)n1C
-4,2,-2,-6,0,3,-3,-10,2,11,N#C/C(=C\c1ccccc1Br)C(=O)NC1CC1
5,13,-9,4,-5,5,-37,2,2,-6,COc1ccc(Nc2cc(C(=O)NCc3ccco3)c3ccccc3n2)c(OC)c1
9,2,3,3,2,5,-1,-1,-3,-4,COc1ccccc1C(=O)NCC(=O)OCC(=O)Nc1cccc(S(=O)(=O)N(C)C)c1
6,2,2,-3,-5,-1,-6,-7,-1,2,Cn1cc(/C=C/c2nc3ccccc3c(=O)n2-c2cccc([N+](=O)[O-])c2)c2ccccc21
-20,3,3,5,3,3,-4,2,6,0,CCOC(=O)c1c(C)[nH]c(C)c1S(=O)(=O)N(C)CC(=O)NCc1cccc(Br)c1
5,-8,-2,5,1,-16,-6,4,3,-8,Cc1ccc(OCCn2cc(/C=C(\C#N)C(=O)NCC3CCCO3)c3ccccc32)cc1C (stereo not drawn)
0,-4,8,-1,-1,2,-1,1,-4,-11,Cn1nnnc1SCc1ccc(C(=O)Nc2nccs2)cc1
13,11,0,-3,-2,2,-12,4,-3,6,O=C(Nc1nnc(-c2cccnc2)s1)c1cccs1
1,-17,0,-4,2,7,1,-2,-1,17,Cc1ccc(NC(=O)CN(C)C(=O)COC(=O)CNS(=O)(=O)c2ccc(F)c(F)c2F)cc1
2,10,-2,-2,-3,-6,4,1,-1,-9,CCOC(=O)N1CCC(NC(=O)C(NS(=O)(=O)c2cccc3nsnc23)c2ccccc2)CC1 (stereo not drawn)
-10,11,-7,-2,-51,0,-58,-17,-3,5,CCN(CC)c1ccc(C(=O)N/N=C/c2ccccc2OC(F)F)cc1
0,-1,-3,-4,-1,8,3,-4,-4,-7,CC1(C)Cc2noc(N)c2C(C)(C)N1OC(=O)c1cccs1
-4,6,-1,1,1,3,-2,-6,-2,6,COc1ccc2[nH]c3nc(SCC(=O)Nc4cccc(NC(C)=O)c4)nnc3c2c1
-7,-8,-3,2,4,-2,-4,-1,0,11,O=C(O)COc1ccccc1/C=N/NC(=O)CSc1nc2ccccc2n1Cc1ccccc1Cl
9,-3,2,-2,1,-1,2,3,-3,-8,CCOc1ccc(N(C)S(=O)(=O)c2ccc3[nH]cc(C(=O)NCC4CCCO4)c(=O)c3c2)cc1 (stereo not drawn)
-3,-7,-5,7,-11,-1,-12,-6,-4,-1,CN(C)c1ccc(C(=O)OCc2ccc(Br)cc2)cc1
-5,11,-10,-8,2,-4,1,7,-1,3,O=C(NC1CC2CCC1C2)C1CCN(S(=O)(=O)c2ccc(-c3nn[nH]n3)cc2)CC1 (stereo not drawn)
-1,-8,7,1,2,10,-3,-2,2,-3,S=C(NC1CCCCC1)N1CCOCC1
14,4,-3,1,-1,3,-6,3,-4,-9,COc1ccc(C)cc1NC(=O)CN(C)C1CCCCC1
-2,3,-1,4,-9,-2,-13,-61,-19,0,COc1ccccc1/C=C/C(=O)NCC(=O)N/N=C(\CCC(=O)O)c1ccccc1
4,-1,7,0,2,1,3,2,-2,-4,Cn1ncc2c(=O)[nH]cnc21
-4,9,-1,5,-1,-3,-5,4,-7,-6,COc1ccccc1NC(=S)N(Cc1cccs1)C1CCCC1
10,-2,1,-7,2,4,3,1,0,2,COc1cccc(C(=O)OCCN2C(=O)c3ccccc3C2=O)c1OC
-17,6,0,-3,12*,-6,6,3,2,-7,COc1ccc(NC(=O)CN(C)C(=O)C2CC(=O)N(Cc3ccc(C)cc3)C2)cc1 (stereo not drawn)
-6,-3,1,2,3,-4,3,1,0,8,O=C(NCCCN1CCOCC1)c1ccc(Sc2ccc(F)cc2)c([N+](=O)[O-])c1
7,-5,-8,-5,0,0,-3,3,1,-1,CCNC(=O)CN(c1ccc(Oc2ccccc2)cc1)S(=O)(=O)c1ccccc1
-2,3,4,3,0,-2,2,-9,-4,9,O=C(Nc1cnc2ccccc2c1)c1cccnc1
-5,5,-5,3,2,9,-8,5,6,-12,CCOc1ccc(N(CC(=O)N2CCN(c3ccc(F)cc3)CC2)S(=O)(=O)c2c(C)noc2C)cc1
-3,-10,2,6,0,-6,-2,9,-1,-11,CCOCCCNC(=O)c1cccs1
0,5,1,2,1,5,-9,-3,-4,0,O=C(NCc1ccc2c(c1)OCO2)C1CCN(S(=O)(=O)c2ccc(F)cc2)CC1
10,-6,8,1,0,6,3,2,-1,11,Cc1cc2oc(=O)cc(CN3CCOCC3)c2cc1Cl
-8,23,-19,0,-1,-193,1,12,6,16,COC(=O)c1cccc(NC(=O)Nc2ccc(Cl)c(Cl)c2)c1
-8,-4,2,1,0,0,-5,-4,-2,-2,Cc1nc2sc(-c3ccccc3)cc2c(=O)n1N

Later entries:
TDP2 absorb,ARFGAP1 inhibitor,DDE Tn6 FP inh,Tn7 DDE FP,PLC-gamma1 inh,SIAE inh,PLC-beta3 inh,ADAM10 inh,ADAM17 inh,ASAP1 inh,SMILES
-1,9,4,-2,1,4,-5,-4,-3,1,CCCN(CC(=O)Nc1ccccc1C)C(=O)C1CC(=O)N(c2ccc(C)cc2)C1 (stereo not drawn)
6,3,-9,-1,-7,2,-5,-36,-18,2,Cc1cc(C)c2c(=O)[nH]c(SCC(=O)NCc3ccccc3)nc2n1
4,6,-1,2,0,-3,1,4,-3,6,O=C(NCc1ccco1)C(c1ccccc1)N(Cc1cccnc1)C(=O)Cn1nnc2ccccc21 (stereo not drawn)
-6,-5,-6,-5,5,4,5,-1,3,17,CC(C)c1ccc(NC(=O)COC(=O)CCC(=O)c2cccs2)cc1
1,3,-2,-7,9,1,3,1,2,1,Cc1cccc(C(=O)NCCc2ccc(S(N)(=O)=O)cc2)c1[N+](=O)[O-]
-2,6,7,-8,4,3,2,-2,2,-2,CC1(C)CCCC2=C1CC1C(=O)N(c3ccccc3)C(=O)C1C2 (stereo not drawn)
5,2,2,-2,-4,-29,-7,7,4,18,O=C(Nc1ccc(F)cc1)C(c1cccc(F)c1)N1CCN(c2cccc(C(F)(F)F)n2)CC1 (stereo not drawn)
11,20,-2,-6,-25,-5,-30,1,-4,-3,COc1ccc([N+](=O)[O-])cc1C1NN=C(c2ccccc2O)S1 (stereo not drawn)
7,12,5,1,4,0,-1,-1,-1,-12,Cc1onc(-c2c(F)cccc2Cl)c1C(=O)OCC(=O)N(C)c1ccccc1
-5,-9,-4,5,0,-7,-10,-12,-2,3,COC(=O)c1ccc(OC(=O)CN2C(=O)c3ccccc3C2=O)cc1

Screening results from PubChem.
